# TRPML3 ag = human TRPML3 channel agonists, primary screen, cell-based, HEK293 TRPML3-YFP, Fluo-8 calcium fluorescence, 3 µM. 100% = the carbachol control signal. activation, % at 3 µM. 220,000 compounds, 0.29% hits. Mucolipin-3 (Homo sapiens), Q8TDD5;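 active = activation above its plate's cutoff, the mean activation of the plate's test wells plus 3 SD, cut at about 12% in these data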;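 note: 0% = DMSO only wells and 100% = carbachol wells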
# Target sequence (Q8TDD5 whole entry, looked up): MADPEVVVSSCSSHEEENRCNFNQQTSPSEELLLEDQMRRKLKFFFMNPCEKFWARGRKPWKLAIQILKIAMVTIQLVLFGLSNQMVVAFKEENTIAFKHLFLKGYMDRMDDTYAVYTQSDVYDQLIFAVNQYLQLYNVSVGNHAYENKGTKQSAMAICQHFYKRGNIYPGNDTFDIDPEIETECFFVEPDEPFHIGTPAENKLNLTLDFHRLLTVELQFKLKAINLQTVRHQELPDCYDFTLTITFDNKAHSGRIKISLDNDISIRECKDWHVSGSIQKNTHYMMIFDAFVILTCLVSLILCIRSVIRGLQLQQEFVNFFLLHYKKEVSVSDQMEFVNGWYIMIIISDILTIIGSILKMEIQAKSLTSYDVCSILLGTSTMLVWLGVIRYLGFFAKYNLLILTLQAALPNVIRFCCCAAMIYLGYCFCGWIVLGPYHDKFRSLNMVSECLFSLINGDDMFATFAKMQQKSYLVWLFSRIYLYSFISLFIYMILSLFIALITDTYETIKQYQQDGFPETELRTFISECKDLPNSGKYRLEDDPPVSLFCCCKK
#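 Test system: TRPML3-YFP stable HEK293 cells. Doses: single point at 3 µM. Incubation: dye loading 1 h 37 °C then 30 min ambient, 125 s read. Signal: Fluo-8 calcium dye fluorescence, ex 470-495, em 515-575 nm. Measure: percent activation from peak-to-basal fluorescence ratio, scaled between DMSO and carbachol.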
# TRPN1 ag = zebrafish TRPN1 channel agonists, primary screen, cell-based, HEK293, calcium fluorescence; transient receptor potential cation channel N1 (TRPN1/NompC), Danio rerio; HEK293 zebrafish TRPN1-YFP, Fluo-8 calcium fluorescence; 100% = response to 87 µM carbachol; activation, % at 3 µM; 220,000 compounds, 0.18% hits; AID 1424, 2008;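 active = activation above its plate's cutoff, the mean activation of test wells on that plate plus 3 SD, cut at about 19% in these data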;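 note: 0% = DMSO alone and 100% = 87 µM carbachol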
#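 Material – zebrafish TRPN1-YFP in HEK293 cells · Doses – 3 µM single point · Schedule – dye 1 h 37 °C plus 30 min RT · Signal – Fluo-8 calcium fluorescence, excitation 470-495 nm, emission 515-575 nm · Read-out – % activation versus carbachol response · Control set – carbachol high, DMSO low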
# S1P4 ag = S1P4 receptor agonists, primary screen, cell-based; S1P4-expressing cell line, agonist reporter assay; activation, % at 4.98 µM; AID 1509, 2009; 220,000 compounds, 0.35% hits; Sphingosine 1-phosphate receptor 4 (Homo sapiens), O95977; in the data active = activation above about 11%;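 note: 0% = DMSO vehicle and 100% = reference agonist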
# S1P4 antagonist = S1P4 receptor antagonists, primary screen, cell-based; Sphingosine 1-phosphate receptor 4 (Homo sapiens), O95977; S1P4-expressing cells, antagonist mode, reporter read-out; inhibition, % at 4.98 µM; 220,000 compounds, 0.26% hits; AID 1510, 2009; in the data active = inhibition above about 29%;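 note: 0% = wells stimulated with agonist and 100% = vehicle wells without agonist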
# m-calpain inh = inhibitors of pig calpain II, primary screen, biochemical, fluorogenic peptide substrate, 1536-well. 220,000 compounds, 0.37% hits. purified calpain II, 30 min. inhibition, % at 16 µM. AID 1236, 2008;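 active = inhibition above about 50%, limit read from the data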
# EP2 mod = EP2 receptor modulators, cAMP readout, primary screen, cell-based, HTRF cAMP, PGE2 stimulation; 260,000 compounds, 0.83% hits; Prostaglandin E2 receptor EP2 subtype (Homo sapiens), P43116; induction, % at 25 µM; AID 940, 2007; EP2-expressing cells, cAMP HTRF FRET, PGE2 co-stimulation;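 active = compounds whose cAMP rise, as percent of the full-agonist control response, exceeds 60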;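 note: rat C6 glioma line stably carrying human EP2 under a CMV promoter; the protocol text gives 20 µM as final concentration; 100% = response of wells given 1 µM PGE2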
# Target sequence (P43116 whole entry, looked up): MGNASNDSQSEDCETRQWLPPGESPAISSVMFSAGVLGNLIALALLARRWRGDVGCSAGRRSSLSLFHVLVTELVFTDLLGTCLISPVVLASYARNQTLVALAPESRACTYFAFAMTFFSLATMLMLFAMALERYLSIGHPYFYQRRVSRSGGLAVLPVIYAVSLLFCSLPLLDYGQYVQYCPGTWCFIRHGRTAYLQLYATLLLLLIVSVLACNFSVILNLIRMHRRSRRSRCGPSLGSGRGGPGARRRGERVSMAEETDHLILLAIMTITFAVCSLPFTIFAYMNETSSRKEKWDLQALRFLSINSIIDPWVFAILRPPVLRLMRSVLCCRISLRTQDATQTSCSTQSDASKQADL
# PERK inhibitor = block of dimerizer-induced PERK translation repression, primary screen, PERK inhibitor project, CHO PERK-DD cells, SEAP luminescence, HTS; AID 1416, 2008; CHO PERK-DD fusion, SEAP luminescence translation reporter; 220,000 compounds, 0.17% hits; inhibition, % at 5.6 µM;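 active = inhibition above the mean inhibition of all tested compounds plus 3 SD, set separately per screening campaign, cut at about 2.9% in these data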;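 note: PERK kinase domain activated by AP20187 dimerizer at 100 nM; 0% = DMSO with dimerizer and 100% = rapamycin at 8.4 µM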
# Ba/F3 V617F tox = reduced viability of JAK2V617F-dependent Ba/F3 cells, primary screen, JAK2V617F inhibitor project, cell-based, Ba/F3 EpoR-JAK2V617F, luminescence; inhibition, % at 5.6 µM; 220,000 compounds, 1.1% hits; ATP luminescence; AID 1446, 2008;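 active = inhibition above the campaign mean plus 3 SD over all tested compounds, cut at about 24% in these data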;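 note: cytokine-independent growth of Ba/F3 cells driven by EpoR plus mutant JAK2; 0% = DMSO-treated cells and 100% = JAK inhibitor I control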
# BaF3 parental = parental Ba/F3 cell viability inhibition, counter-screen for JAK2V617F inhibitor project, murine pro-B, CellTiter-Glo luminescence. inhibition, % at 5.6 µM. CellTiter-Glo ATP luminescence. 220,000 compounds, 1.1% hits;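 active = inhibition above a per-campaign cutoff, the mean inhibition of all tested compounds plus 3 SD, cut at about 27% in these data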;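 note: 0% = DMSO wells and 100% = JAK Inhibitor I control wells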
# * marks the source's active call; other numbers are inactive results; i = inactive; · = no result given; & = joins results of further samples.
Molecule,TRPML3 ag,TRPN1 ag,S1P4 ag,S1P4 antagonist,m-calpain inh,EP2 mod,PERK inhibitor,Ba/F3 V617F tox,BaF3 parental
COCCn1c(=S)[nH]c2cc(C(=O)N3CCN(Cc4ccc5c(c4)OCO5)CC3)ccc2c1=O,0.5,1.4,1.7,8,-20,-2,1.1,0,4
CCOC(=O)c1oc2ccccc2c1NC(=O)c1cc(OC)cc(OC)c1,0.3,-0.1,-1.2,-4,-75,32,-0.5,-2,2
COc1ccc2[nH]c(C)c(CCNC(=S)Nc3ccc(F)cc3)c2c1,1.1,-0.2,0.5,-4,-7,-73,-0.1,5,9
COc1ccc(C2=NN(C)C(=NCc3ccccc3)SC2)cc1,0.4,0.7,-0.4,-7,-27,-9,1.1,1,8
Cc1ccnc(NC(=O)CCC(=O)N(CC(=O)NC2CCCCC2)CC2CCCO2)c1 (configuration not stated),-0.5,-0.5,-0.2,1,4,1&-20,0.3,7,6
O=C(NCC1CCCO1)c1ccc(NC(=O)C2CCCCC2C(=O)O)cc1 (configuration not stated),0.4,1.5,-1.7,-1,-10,19,1.1,1,3
O=C(Nc1ccc(S(=O)(=O)NC2CCCCC2)cc1)c1ccco1,-0.1,1.2,3.5,6,-14,-80&-30,0.0,-3,2
CCOc1ccc(N(CC(=O)NCC(C)C)S(C)(=O)=O)cc1,0.8,0.1,0.2,-3,-22,1,0.4,-2,5
CCc1sc(N(C(=O)Cc2ccccc2)c2ccccc2F)nc1-c1ccc(C)cc1,0.7,1.5,-0.8,-10,-8,27,1.1,2,5
COC(=O)c1c(NC(=O)CCNCc2ccco2)sc2c1CCC2,0.7,-1.6,-0.4,6,23,-36,-0.4,-1,-3
CC(=O)Nc1ccc(S(=O)(=O)N/N=C/c2ccc(C)s2)cc1,0.5,0.7,0.2,3,-3,25,0.8,1,4
CCOP(=O)(OCC)c1nc(-c2cccc3ccccc23)oc1N1CCCCC1,-0.3,-2.2,0.2,5,i,69*,-0.3,0,8
CCOc1cc(NC(=S)NCC2CCCO2)c(OCC)cc1NC(=O)c1ccccc1F (configuration not stated),0.7,0.6,1.5,0,-7,19,0.9,2,5
COc1ccc(NC(=O)C/C(C)=N/NC(=O)c2cnccn2)cc1,0.5,0.0,1.0,-6,15,8,0.9,0,1
O=C(COc1ccc(S(=O)(=O)NC2CCCC2)cc1)NCC1CCCO1 (configuration not stated),-0.2,-0.5,-0.4,-7,-12,-31&7,1.0,-3,5
NC(=O)c1nsc(C(=O)N(c2ccc(Cl)cc2)C(C(=O)NCC2CCCO2)c2cccs2)c1N (configuration not stated),0.5,1.6,2.6,8,-108,2,-0.5,3,16
CN1CCN(C(=O)C2=C[C@H](c3coc4ccccc4c3=O)C[C@H](OCCCCO)O2)CC1,0.8,0.4,0.1,12,10,5,0.5,-1,1
O=C(CN1CCN(Cc2ccc(F)cc2)C1=O)NC1CCCC1,0.7,0.8,-1.1,3,-6,10,2.5,-1,4
CCOC(=O)C1=C(C(F)(F)F)Nc2ncnn2C1c1cc(OC)c(OC)cc1OC (configuration not stated),0.1,0.2,-1.0,-9,-14,14,0.2,-2,4
O=C(Nc1cccc(NC(=O)c2ccco2)c1)c1ccc([N+](=O)[O-])cc1,0.3,-0.2,1.9,-2,-8,-30,0.7,-3,-1
O=C(O)c1cccc([N+](=O)[O-])c1C(=O)Nc1nc2ccccc2s1,0.7,-1.1,1.3,-12,17,4,0.8,4,10
Cc1ccc(/C=C/c2nc3ccccc3s2)s1,1.0,0.3,-1.2,2,-17,50,1.4,-2,2
COC(=O)[C@H](CCSC)NC(=O)N1CCN(Cc2ccccc2)CC1,0.0,-0.3,2.6,-4,-30,5,0.4,-1,5
CCn1c(SCc2ccc(C#N)cc2)nnc1-c1cccc(Cl)c1,-1.9,-0.9,0.6,1,13,16,0.0,3,4
CC/C(=N/NC(=O)c1ccccc1)c1ccc(OCCN2CCOCC2)cc1,0.9,0.4,1.3,-24,21,16,1.3,4,4
CC1(C)CC(=O)C(C=NCCCn2ccnc2)=C(O)C1,-0.6,0.3,2.2,-2,26,10,0.4,4,6
O=C(NC1CCCCC1)C(c1cccs1)N(C(=O)c1ccccn1)c1ccccc1 (configuration not stated),0.5,-0.4,-0.4,-21,-9,-42&10,0.0,0,8
N#CCCN1CCN(S(=O)(=O)c2ccc(S(=O)(=O)N3CCCCCC3)cc2)CC1,-0.2,-0.8,-0.9,-7,0,-2,2.4,-1,4
Cn1ncc(C#N)c1/N=C/N(Cc1ccccc1)Cc1ccccc1,-1.6,-2.0,-0.9,-6,22,60,-1.1,-1,6
CC(=O)Nn1cnc2c(c1=O)C1(CCCC1)Cc1ccccc1-2,0.2,0.0,0.5,-3,-6,1,-0.7,1,4
CCOc1ccc2c(c1)C(=O)c1cc(OCC(=O)O)ccc1-2,0.0,-1.3,-0.6,-10,13,2,0.2,-5,5
O=C(C1=C(O)C(=O)N(CC2CCCO2)C1c1cccnc1)c1ccco1 (configuration not stated),1.1,0.8,-1.0,-6,-2,18,2.1,-3,0
CNC(=S)NNC(=O)c1oc2nc(-c3ccccc3)cc(C)c2c1N,-0.3,0.0,-0.8,26,-169,2,0.0,-5,-2
Cc1nc(N2CCCCC2C)c2c(C)c(C(=O)Nc3ccccc3C(F)(F)F)sc2n1 (configuration not stated),-1.1,-2.3,-0.3,1,8,9,0.8,2,10
CCOC(=O)CN1C(=O)C(CC)Oc2ccccc21 (configuration not stated),-0.3,0.6,1.0,-20,-2,2,-0.1,-3,2
COc1cc2[nH]cc(C(=O)NCc3cccs3)c(=O)c2cc1OC,-0.3,1.1,4.0,-22,·,·,-0.8,7,5
O=C(CCc1nnc(CCCc2ccccc2)o1)NCCN1CCOC1=O,0.0,-0.9,1.6,-9,-1,20,0.2,0,4
Cc1nc(C)c(C(=O)N2CCCC(CCC(=O)NCc3ccc(F)c(F)c3)C2)s1 (configuration not stated),0.6,0.8,-0.2,-1,-21,1,0.6,-4,5
O=c1c2cc(NC(=S)N3CCC(N4CCCCC4)CC3)ccc2nc2n1CCCCC2,0.8,-0.1,0.6,-1,-11,-4,1.5,2,5
O=C(Nc1ccc(F)cc1)c1cc2c(s1)CCCC2,1.7,5.2,0.0,-5,19,-76,0.7,-1,-1
Cn1nc([N+](=O)[O-])nc1Sc1nnnn1-c1cccc(C(=O)O)c1,1.3,1.7,0.4,-7,-15,42,1.5,-1,0
C/C(=N\n1nnnc1Nc1ccccc1)c1ccc(N)cc1,0.0,-1.1,-0.4,-11,38,-31,0.7,5,7
O=C(C1Cc2ccccc2CN1S(=O)(=O)c1ccc(F)cc1)N1CCCCCC1 (configuration not stated),40*,0.4,-0.9,-4,0,14&-5,-0.3,-1,4
CCOC(=O)c1sc(NC(=O)CSc2nnc(-c3ccc(OC)cc3)n2CCOC)nc1C,-0.4,-1.5,2.8,-30,-9,12,-0.2,-3,1
CC(C)C(O)P(=O)(OCc1ccccc1)c1ccc(N(C)C)cc1 (configuration not stated),0.4,0.6,-0.3,-8,2,0,-0.2,-2,4
COc1ccccc1OCc1nnc(SCC(=O)Nc2ccc(C)cc2)n1C,-0.3,-0.1,2.4,-2,-18,11&-7,-0.9,-1,0
CSc1ccc(S(=O)(=O)Nc2ccc(S(=O)(=O)Nc3ccc(C)cc3)cc2)cc1,1.0,1.0,2.5,-8,-68,3,-1.1,2,8
CC(C)Sc1ccc(C(=O)Nc2ccc(F)cc2F)cn1,1.4,3.5,0.9,1,-1,-32,-0.4,1,5
COCCNC(=O)NC12CC3CC(CC(C3)C1)C2,1.0,2.4,-1.6,-4,-52,-9,1.2,2,3
Clc1ccccc1-c1nnc2n1-c1ccccc1SC2,-1.1,-3.1,-0.3,13,-30,0,-0.4,1,-1
O=C(N/N=C/c1ccc2c(c1)OCO2)c1cc(-c2ccccc2Cl)nc2ccccc12,-0.1,0.2,-1.5,21,-52,-3,-1.3,3,6
CCn1ccnc1CNC(=O)CC1C(=O)NCCN1Cc1ccc(OC)cc1OC (configuration not stated),-0.3,0.0,1.5,-18,11,18,0.6,2,1
CC(=O)c1sc(=S)n(-c2ccccc2)c1C,-0.8,-1.1,-0.6,2,18,25,0.5,4,-3
O=C(O)CNS(=O)(=O)c1ccc(Br)s1,-0.1,1.3,-1.4,-13,-17,13,1.7,-4,0
CCOC(=O)Cn1cc(C#N)c2cccc(CC)c21,0.0,-1.7,1.5,8,3,27&22,3.3*,-5,-2
O=C(NNC(=S)NC1CCCCC1)c1cccc(S(=O)(=O)Nc2ccccc2Cl)c1,0.1,0.2,0.9,-3,7,-12,0.5,0,9

# Profiles as entered above. Order of screens: TRPML3 ag, TRPN1 ag, S1P4 ag, S1P4 antagonist, m-calpain inh, EP2 mod, PERK inhibitor, Ba/F3 V617F tox, BaF3 parental
# CC(=O)c1sc(=S)n(-c2ccccc2)c1C is listed with -0.8, -1.1, -0.6, 2, 18, 25, 0.5, 4, -3
# CCOC(=O)Cn1cc(C#N)c2cccc(CC)c21 is listed with 0.0, -1.7, 1.5, 8, 3, 27&22, 3.3*, -5, -2

# (listing goes on)
Molecule,TRPML3 ag,TRPN1 ag,S1P4 ag,S1P4 antagonist,m-calpain inh,EP2 mod,PERK inhibitor,Ba/F3 V617F tox,BaF3 parental
CN(C)c1ccc(NC(=O)c2ccc(COc3cccc(Cl)c3)o2)cc1,-0.1,0.1,-3.4,1,-2,-30,1.0,-3,1
O=C(c1ccccc1)c1ccc(OCCO)cc1,0.8,0.4,2.1,-6,-11,-9,0.2,-2,3
CCCOc1c(Br)cc(C(N)=O)cc1OCC,-2.0,-3.4,2.3,-6,-14,15,-0.1,2,2
Cc1ccc(NC(=O)C(=O)C2C(=O)Nc3ccccc32)cc1 (configuration not stated),0.6,-1.1,-0.8,14,37,-7,0.7,2,-1
COc1ccc(OC)c2c(N)c(C#N)c(C(F)(F)C(F)(F)F)nc12,0.5,-0.1,0.6,12,-148,-7,-0.9,1,-3
COCCNC(=O)c1c(CSc2ccc(F)cc2)noc1C(=O)NCc1ccccc1,-0.3,-0.9,3.0,3,-11,15,0.7,1,3
Cc1ccc(C)c(S(=O)(=O)Nc2ccccc2C(=O)Nc2ccc(S(=O)(=O)Nc3ncccn3)cc2)c1,0.5,-0.5,-0.8,-14,-131,31,-0.5,0,8

# Screening data as filed in PubChem BioAssay.
